Screening results deposited in PubChem BioAssay by several laboratories.
PhoP inhibition: inhibitors of PhoP regulon expression, primary screen, Salmonella Typhimurium, GFP reporter (AID 1863); S. Typhimurium PhoP-regulated promoter GFP reporter, 4 h; higher % means a stronger effect; inhibition, % at 50 µM; hits with a dose series show IC50 in µM; actives 0.16% (n = 300,000);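 active = inhibition over 29.93%, a cutoff 3 SD above the screen mean, later confirmed by dose response; inconclusive = inhibition over 29.93% but no dose response follow-up; inactive = inhibition at most 29.93% or unconfirmed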;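 note: 0% = low Mg2+ inducing control and 100% = high Mg2+ repressing control; strong numbers were not always called active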
Rac1 GTP hydrolysis: MgcRacGAP GTPase-activating activity inhibitors, confirmation, biochemical, ADP Hunter fluorescence | Rac GTPase-activating protein 1 (Homo sapiens) | MgcRacGAP-stimulated Rac1 GTP hydrolysis, ADP Hunter fluorescence; higher % means a stronger effect; GST-tagged Rac1 F28L mutant substrate | actives 0.6% (n = 340,000) | inhibition, % at 30 µM, or IC50 in µM where a hit was titrated;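 active = first-screen hits whose inhibition reached a set limit at any dose in the follow-up dose series; inconclusive = inhibition above the set first-screen limit but never retested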;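 note: fluorescence reports GDP produced by GAP-driven GTP hydrolysis; strong numbers were not always called active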
UTI89 phage lysis: inhibition of K1F phage lysis, E. coli UTI89, bacterial capsule biogenesis inhibitors, alamar blue (AID 488966) | E. coli UTI89 K1F phage lysis, alamar blue, 2 h; higher % means a stronger effect | actives 0.02% (n = 340,000) | one-dose inhibition, % at 100 µM; IC50 in µM for titrated hits;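 active = phage lysis inhibition, versus mean bacterial control, above a set limit; inconclusive = no clear call, values can overlap the other calls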;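 note: capsule biogenesis inhibitors block K1F phage lysis so surviving cells raise fluorescence; higher fluorescence means more inhibition of phage lysis; actives were called in the ten point dose series up to 300 µM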
NS5 inhibitors: Dengue-2 NS5 methyltransferase inhibitors, primary screen, biochemical, confirmation dose response (AID 588689); Genome polyprotein (Dengue virus type 2 (strain 16681-PDK53)); Dengue-2 NS5 methyltransferase capping enzyme assay, biochemical; higher % means a stronger effect; one-dose inhibition, % at 25 µM; IC50 in µM for titrated hits; actives 0.3% (n = 340,000); in the data active = a potency from the dose series; inconclusive = inhibition above about 29% without an active follow-up result
NTR1 ag: agonists of NTR1, primary screen, imaging, U2OS cells, beta-arrestin-GFP, high content (AID 493036). Neurotensin receptor type 1 (Homo sapiens), P30989. NTR1-U2OS beta-arrestin-GFP spot imaging, agonist mode. activation, % at 20 µM. actives 0.17% (n = 330,000);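 active = activation at or above 40% of the spot to cytoplasm intensity ratio, with at least 20 cells analyzed; inconclusive = wells under 20 cells, flagged as cytotoxic or low count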;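 note: 0% = DMSO without peptide and 100% = 100 nM NTR1 peptide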
Target sequence (P30989 whole entry, looked up): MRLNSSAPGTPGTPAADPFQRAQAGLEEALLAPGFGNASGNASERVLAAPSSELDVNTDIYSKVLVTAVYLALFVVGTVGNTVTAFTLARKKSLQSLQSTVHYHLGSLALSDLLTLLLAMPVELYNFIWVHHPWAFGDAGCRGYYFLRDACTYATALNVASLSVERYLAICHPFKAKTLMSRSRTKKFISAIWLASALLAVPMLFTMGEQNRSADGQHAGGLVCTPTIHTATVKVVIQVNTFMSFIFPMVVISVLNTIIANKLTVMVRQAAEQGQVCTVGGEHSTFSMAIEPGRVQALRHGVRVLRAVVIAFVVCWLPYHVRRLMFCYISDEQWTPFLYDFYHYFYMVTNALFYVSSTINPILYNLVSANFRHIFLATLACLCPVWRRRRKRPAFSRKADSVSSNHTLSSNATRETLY
RSV CPE inhibition: RSV antiviral activity via CPE protection, HEp-2 cells, primary 10 µM value included (AID 2391); CPE inhibition, % at 10 µM; hits with a dose series show IC50 in µM; actives 0.13% (n = 310,000); HEp-2 cells, RSV-induced CPE inhibition; higher % means a stronger effect; in the data active = a potency from the dose series; inconclusive = CPE inhibition mostly from about 23% at the one dose, without a potency; inactive = the rest, 99 in 100 with CPE inhibition below about 21%; note: strong numbers were not always called active
SV40 large T antigen: SV40 large T antigen inhibitors, biochemical (AID 1903); SV40 large T antigen ATPase/helicase inhibition assay; higher % means a stronger effect; inhibition, % at 20 µM; hits with a dose series show IC50 in µM; actives 0.39% (n = 310,000); in the data active = a potency from the dose series; inconclusive = inhibition mostly from about 32% at the one dose, without a potency; inactive = the rest, 99 in 100 with inhibition below about 32%; note: strong numbers were not always called active
West Nile antiviral: West Nile virus antiviral activity, cell-based, CPE readout (AID 1621); West Nile virus-infected cells, CPE inhibition; higher % means a stronger effect; CPE inhibition, % at 10 µM; hits with a dose series show IC50 in µM; actives 0.02% (n = 290,000); in the data active = a potency from the dose series; inconclusive = CPE inhibition mostly from about 3.7% at the one dose, without a potency; inactive = the rest, 99 in 100 with CPE inhibition below about 2.2%; note: strong numbers were not always called active
T cell HTS: modulators of CD8 T cell-vesicle binding, primary screen, mouse 2C CD8+ T cells, flow cytometry; 2C CD8+ T cell-vesicle binding; hits give low values; calls only at 7 µM; actives 0.068% (n = 330,000); AID 2052, 2009;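 active = response, share of CD8 T cells binding vesicles, and their 90th percentile fluorescence all below set limits, cut at about 80% in these data, passing the limit was not always enough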
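material = purified 2C TCR transgenic mouse naive CD8+ T cells | controls = Unloaded micro-vesicles (low), QL9 vesicles with 0.7% DMSO (high) | detection = cytometric PE anti-B7-1 and Alexa647 anti-CD8 signals after 1% paraformaldehyde fixation | incubation = binding step 1.5 h, 37 °C, antibody labelling 20 min, ice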
T cell HTS vesicle-bound %: second read-out of T cell HTS, no call of its own (marks repeat the call); double positive events, %; measured here: CD8+ vesicle-bound cell fraction;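 binding gate set so that unloaded-vesicle control wells show 10% double positive cells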
NTR1 ag cell count 20 µM: recorded beside NTR1 ag, whose call it bears; cell count; measured here: cell count, cytotoxicity flag
NS5 inhibitors pilot replicate: recorded beside NS5 inhibitors, whose call it bears; inhibition, %; measured here: pilot screen replicate inhibition
An asterisk follows results filed as active; i = inactive; ? = inconclusive; / = not tested or not shown; [ ] = dose if it differs, or a comment.

Start of the listing, in advance, 2 compounds:
SMILES | PhoP inhibition | Rac1 GTP hydrolysis | UTI89 phage lysis | NS5 inhibitors | NTR1 ag | NTR1 ag cell count 20 µM | RSV CPE inhibition | SV40 large T antigen | West Nile antiviral | T cell HTS | T cell HTS vesicle-bound % | others
C=CC(COCc1ccccc1)N(Cc1ccc(OC)cc1)S(=O)(=O)c1ccccc1Br (centres undefined) | 4% | 13% | 1.1% | -2% | -0.6 | 83 | -0.2% | 6% | -0.5% | i | 39
CCOc1ccc(/C=C(\C)C(=O)c2c(C)cc(C)[nH]c2=O)cc1 | 1% | 5% | 0.0% | -4% | 1.3 | 64 | 0.7% | 4% | -0.4% | i | 62

This part in full, from the first entry:
SMILES | PhoP inhibition | Rac1 GTP hydrolysis | UTI89 phage lysis | NS5 inhibitors | NTR1 ag | NTR1 ag cell count 20 µM | RSV CPE inhibition | SV40 large T antigen | West Nile antiviral | T cell HTS | T cell HTS vesicle-bound % | others
C=CC(COCc1ccccc1)N(Cc1ccc(OC)cc1)S(=O)(=O)c1ccccc1Br (centres undefined) | 4% | 13% | 1.1% | -2% | -0.6 | 83 | -0.2% | 6% | -0.5% | i | 39
CCOc1ccc(/C=C(\C)C(=O)c2c(C)cc(C)[nH]c2=O)cc1 | 1% | 5% | 0.0% | -4% | 1.3 | 64 | 0.7% | 4% | -0.4% | i | 62
CC(=O)Nc1ccc(Nc2cc(C)nc3ccccc23)cc1 | / | 13% | -0.1% | -8% | 0.5 | 48 | 0.4% | 3% | / | i | 30
CCn1c2ccccc2c2nnc(SCC(=O)Nc3ccc4c(c3)OCO4)nc21 | 38% | 14% | 1.1% | 1% | 0.1 | 50 | -0.8% | 19% | -1.0% | i | 29
O=S(CCc1ccncc1)Cc1ccccc1 (centres undefined) | -3% | 4% | 0.0% | -5% | -6.5 | 88 | 1.6% | 3% | 0.6% | i | 55
C=C(C)c1cccc(C(C)(C)NC(=O)N2CCN(CC(N)=O)CC2)c1 | 8% | 4% | 0.1% | -8% | 0.8 | 59 | 1.8% | 5% | 0.2% | i | 30
COc1ccc(N(C(=O)Cn2nnc(-c3ccc(F)cc3)n2)C(C)C(=O)NC2CCCC2)cc1 (centres undefined) | -3% | -6% | -0.1% | -2% | -0.1 | 41 | 0.5% | 10% | -0.5% | i | 30
CCOC(=O)Nc1ccc(C(=O)c2ccncc2)cc1 | -7% | 10% | -0.1% | 5% | -0.4 | 52 | 3.5% | 5% | -0.5% | i | 18
CCOC(=O)C(=O)Nc1cc(Cl)ccc1C | 1% | 8% | 1.0%[50 µM] | -6% | 0.4 | 57 | -0.2% | 11% | -0.5% | i | 53
CN(CC(=O)N1CCC(C(N)=O)CC1)S(=O)(=O)c1ccc2ccccc2c1 | -4% | 4% | 0.0% | 1% | 1.4 | 76 | 4.2% | 7% | 0.1% | i | 59 | NS5 inhibitors pilot replicate=-1.8
CC(=O)CC(=O)Nc1ccc(Cl)cn1 | 4% | 5% | 1.2% | -5% | -1.7 | 103 | -1.4% | -1% | 0.6% | i | 42
COC(=O)Cn1c(C)nc2c(sc3nc(C)cc(C)c32)c1=O | 8% | 5% | 3.9% | -3% | 0.5 | 55 | 3.8% | 3% | -0.2% | i | 28
Cc1onc(-c2ccccc2Cl)c1C(=O)NCc1ccc(N2CCCC2=O)cc1 | 11% | 14% | 0.1% | 6% | 1.3 | 54 | -0.6% | -3% | -0.4% | i | 15
CCn1ccnc1CNCc1ccc(OCC(O)CN(C)Cc2ccccc2)cc1 (centres undefined) | 0% | 9% | 0.1% | 5% | -0.6 | 45 | -2.2% | 12% | -0.5% | i | 19
COc1ccc2cc3c(N)nn(C(=O)Cc4ccccc4OC)c3nc2c1 | 3% | 20% | -1.8% | 4% | 11 | 85 | 9.7% | -8% | 2.0% | i | 45
COC(=O)c1sccc1NC(=O)c1cc(-c2ccc(C)cc2)nc2ccccc12 | 11% | -12% | -0.4% | 8% | 4.2 | 52 | 5.6% | 10% | / | i | 37
CCOc1ccc(N2CC(C(=O)Nc3nnc(SCCOC)s3)CC2=O)cc1 (centres undefined) | 3% | 0% | 2.1% | -2% | -2.0 | 56 | 1.4% | 7% | -0.5% | i | 26
Cc1cc(=O)c2ccc(Cl)cc2[nH]1 | -2% | 5% | -7.1% | -3% | 1.5 | 47 | -0.1% | 12% | -0.1% | i | 20
O=C(CSc1nc2ccccc2s1)Nc1cc(C(=O)O)cc(C(=O)O)c1 | -6% | 14% | -0.7% | 0% | -0.9 | 37 | 2.8% | 9% | 0.3% | i | 40
CCOC(=O)c1ccc(CNCc2ccc(C)cc2)cc1 | 5% | 10% | 0.7%[50 µM] | -5% | 1.3 | 74 | -0.7% | 9% | 0.8% | i | 5
COc1cc(/C=C2/SC(=S)N(Cc3ccccc3)C2=O)cc(OC)c1O | 1% | 8% | 0.1% | -32% | -3.9 | 89 | 15% | 20% | 0.0% | i | 64
O=C(Nc1ccc(Br)cc1)C1CCCC1 | -5% | 10% | -1.0% | 2% | 0.0 | 74 | 2.9% | 13% | 0.8% | i | 35
Cc1ccnc(N=O)c1 | / | 2% | 0.2% | 6% | 1.5 | 59 | / | / | / | / | / | NS5 inhibitors pilot replicate=5.1
CC1(C)CC(=O)C2=C(C1)N(c1ncn[nH]1)C(N)=C(C#N)C2c1ccccc1 (centres undefined) | 2% | 1% | 0.1%[50 µM] | -3% | -1.6 | 91 | 1.6% | 1% | -0.4% | i | 5
O=C(O)C1CSC(c2ccco2)N1 (centres undefined) | 4% | 71µM* | -1.7% | 13% | -0.2 | 29 | -0.6% | -5% | -0.1% | i | 43
Cc1cccc(NC(=O)CCN2CCN(C)CC2)c1 | -6% | 10% | -0.5% | 2% | 0.2 | 70 | 0.5% | 6% | -0.1% | i | 66
O=C(NCC(=O)N1CCN(c2ccccc2)CC1)c1ccc(Cl)cc1 | -3% | 6% | 0.5% | 1% | -1.3 | 82 | -0.3% | 10% | -1.0% | i | 50
O=C(O)c1ccc(Oc2ccc(C(F)(F)F)cn2)cc1 | -11% | -8% | 1.0% | -13% | 0.7 | 53 | -0.5% | -7% | 0.8% | i | 50
COC(=O)c1nn(-c2ccccc2)c(Cl)c1/C=N/O | -3% | -2% | 3.7% | -16% | 0.1 | 57 | 0.5% | 11% | 0.5% | i | 35
CCCCSc1cc(=O)[nH]c(N)n1 | -5% | 2% | 0.1% | -18% | -0.4 | 58 | -0.4% | 2% | 0.4% | i | 36
O=C(CNC(=S)N(Cc1ccccc1F)C1CCCCC1)NC1CC1 | -6% | -1% | ? | 2% | 0.8 | 65 | -1.0% | 4% | 0.1% | i | 26
CCC(C)NC(=O)C1CC(=O)N(CCc2ccc(F)cc2)C1 (centres undefined) | -6% | 9% | 0.7% | -2% | 1.1 | 48 | -0.4% | 2% | -0.2% | i | 47
CCOc1ccc(CCNC(=O)COC(=O)Cc2ccc(OC)c(OC)c2)cc1OCC | -6% | 10% | 1.1%[50 µM] | -1% | 1.8 | 54 | -1.1% | 10% | / | i | 32
COc1ccc(C2CC(=O)Oc3c(C(CCN4CCCCC4)c4ccc(N(C)C)cc4)c(OC)cc(OC)c32)cc1 (centres undefined) | -5% | 12% | -0.8% | -2% | 16 | 79 | -0.1% | 11% | -0.7% | / | /
CC(=O)Nc1ccc(C(=O)/C=C/c2ccco2)cc1 | 8% | 6% | -0.3% | 5% | -0.5 | 50 | 2.5% | 24% | 0.1% | i | 42
COc1cccc(CC2(CO)CCN(Cc3cn(C)nc3C)CC2)c1 | 4% | -10% | -0.2% | -8% | -1.1 | 30 | 3.1% | -3% | -1.6% | i | 49
N#Cc1ncc(-c2ccc3c(c2)OCCOCCOCCOCCOCCO3)nc1C#N | -6% | 5% | 1.5%[50 µM] | -5% | 1.5 | 48 | ? | 18% | 11% | i | 20
COc1ccccc1N(CC(=O)NCCc1ccccc1)C(=O)CCC(=O)Nc1nccs1 | -8% | 9% | 0.1% | -12% | -0.5 | 48 | ? | 11% | -0.4% | i | 47
O=C1C2=C(c3ccccc31)[N+](=O)[C@@H]1CCCC[C@@H]1N2[O-] | -4% | -3% | 0.3% | 2% | 0.1 | 50 | 0.1% | 11% | -0.1% | i | 28
COCCN(C(=O)Cc1cccs1)C(C(=O)NCc1ccc(OC)cc1)c1ccc(C(C)C)cc1 (centres undefined) | -9% | 5% | 0.0% | -6% | 4.9 | 53 | 2.7% | 6% | -1.2% | i | 25
COc1ccccc1CN(Cc1ccco1)S(=O)(=O)c1ccc(-n2cnnn2)c(OC)c1 | -11% | -10% | 0.2%[50 µM] | -2% | 2.7 | 42 | 6.1% | 7% | -0.4% | i | 24
Cc1cccc(OCC(=O)NCC(=O)N=Nc2c(O)[nH]c3ccc([N+](=O)[O-])cc23)c1 | 11% | 5% | 0.1% | -5% | 8.8 | 49 | 7.7% | 6% | -0.3% | i | 18
CC(C)CN1CC(C(=O)O)CC1=O (centres undefined) | -9% | -7% | i | -3% | 0.2 | 83 | -0.2% | 7% | -0.2% | i | 62
COC(=O)/C=C1/S/C(=N/NC(=O)c2ccccc2C)NC1=O | -3% | 3% | -0.3% | 2% | -1.1 | 80 | 0.0% | 4% | -0.2% | i | 48
O=C(CCN1C(=O)c2ccccc2S1(=O)=O)NCc1ccc(F)cc1 | / | 0% | 1.4%[50 µM] | -3% | 1.6 | 40 | / | / | / | / | /
Cc1ccc(SCCc2cc[n+](CC(=O)c3ccccc3)cc2)cc1 | 18% | 22% | 0.3% | -24% | -2.1 | 67 | -2.4% | -11% | 0.0% | i | 7
COc1ccc(C(CC(=O)O)n2cnnn2)cc1 (centres undefined) | -9% | 1% | 0.4% | / | -0.7 | 40 | -0.2% | 8% | 0.1% | i | 65
CC1(c2nnc(Cc3ccccc3)o2)CC(c2ccc(OC(F)(F)F)cc2)=NO1 (centres undefined) | 7% | 4% | 1.1% | -2% | 3.5 | 85 | 0.2% | 2% | / | i | 34
